Compound activity from PubChem BioAssay.
H9c2 TAG inh: reduces triacylglycerol accumulation in H9c2 cells | Nile Red lipid (TAG) fluorescence; cells loaded with 200 µM oleic acid | inhibition, % at 12.5 µM | 230,000 compounds, 0.66% hits | AID 651582;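 active = pattern-corrected inhibition of lipid staining of at least 50% with the nuclear-stain viability signal not falling by more than 50%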;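 also: 0% = DMSO wells and 100% = triacsin C control wells; some results filed as inactive read as strong as hits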
H9c2 TAG inh DAPI viability: further read-out of H9c2 TAG inh, marked with its call; DAPI nuclei signal change (viability), lower = more cytotoxic, %;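 whole-well DAPI fluorescence read on a plate reader as a viability signal; minus 50 percent equals half of cells still viable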
* marks the source's active call; other numbers are inactive results; & = joins results of further samples. An excerpt; the hit share may differ from the screen's.

SMILES	H9c2 TAG inh	H9c2 TAG inh DAPI viability
N#Cc1cc2ccncc2c2ccccc12	3	0
CC(C)C(OC(=O)c1ccco1)C(=O)NCc1ccccc1 (configuration not stated)	-10	-8
CCOC(=O)c1c(C)[nH]c(C)c1C(=O)CSc1nnc(N)s1	17	-1
CC[C@]12c3[nH]c4ccc(OC)cc4c3CCN1C(=O)C(CC(=O)NCCc1ccccn1)C[C@@H]2C(=O)N1CCN(C(=O)c2ccco2)CC1 (some centres not stated)	-5	2
NC(=NC1CCCCC1)c1ccc(Cl)cc1	-1	2
C=CC1=C2C=C(C3CC3)N(CCCN(CC)CC)C=C2C(=O)C(C)(OC(=O)c2ccco2)C1=O (configuration not stated)	-6	-5
COc1ccc(CN2CCNC(=O)C2CC(=O)N(C)Cc2nccn2C)cc1OC (configuration not stated)	0	0
COc1cccc(C2=Nn3c(nnc3-c3ccccc3O)SC2)c1	8	-1
COc1ccc(C(=O)CCc2ccccc2)c(O)c1	4	1
Cc1ccc(NC(=O)C2(c3ccccc3)CC2(Cl)Cl)cc1C (configuration not stated)	12	-3
COc1ccc(CC(=O)O/N=C(\N)c2ccccn2)cc1OC	13	-4
COc1ccccc1Cn1nnc2c(=O)[nH]c(C3CCN(C(=O)c4ccccc4Cl)CC3)nc21	6	-7
CCN(CC)CCn1c(N)nc2ccccc21	0	0
COc1ccc(NC(=O)CC2SC(N3CCCCC3)=NC2=O)cc1OC (configuration not stated)	4	5
COc1ccc(C(=O)Oc2cc(/C=N/NS(=O)(=O)c3ccc(C)cc3)ccc2OC)cc1	3	7
CCCC(=O)Nc1nnc(-c2ccc(Cl)s2)o1	13	-3
Cc1ccc(Cl)cc1NC(=O)COC(=O)c1ccccc1O	-5	-3
O=c1c2ccccc2ncn1CCCSc1ccccc1	-16	-3
CCN(CC)c1nc(N)c(C#N)c(CC#N)c1C#N	7	3
CCN(Cc1cnn(C)c1)Cc1nc(Cc2ccccc2Cl)no1	-19	3
COc1ccccc1N1C(=O)CC(N(O)c2ccccc2)C1=O (configuration not stated)	2	-4
O=C(CSc1nc2ccccc2o1)N/N=C/c1ccc(C(=O)O)cc1	1	-6
CC1CCc2c(C(=O)Nc3ccccn3)csc2C1 (configuration not stated)	6	-4
CC(=O)Nc1ccc(SCC(=O)O)cc1	-5	4
COCCCn1c(SCC(=O)Nc2nnc(C)s2)nnc1-c1ccoc1C	16	-13
Cc1oc(C(C)(C)C)cc1C(=O)Nc1ccc2c(c1)OCO2	-6	0
O=C1OC(c2ccc(Cl)cc2)/C(=C(/O)c2ccccc2)C1=O (configuration not stated)	1	-2
CCN(CC)S(=O)(=O)c1ccc(N2CCOCC2)c(NC(=O)c2cc(=O)[nH]c3ccccc23)c1	12	-11
COc1ccc(/C(O)=C2/C(=O)C(=O)N(c3ncccn3)C2c2ccc(OC)c(OC)c2)cc1 (configuration not stated)	15	-8
Cc1ccc(CS(=O)(=O)c2cn(CC(=O)N3CCOCC3)c3ccccc23)cc1	11	1
COc1ccc(S(=O)(=O)NC2CC(=O)N(c3ccccc3)C2)cc1C (configuration not stated)	2	2
Cc1cc(Nc2ccccc2Cl)n2nnnc2n1	2	1
CC(=O)N1c2c(cc(Br)cc2S(=O)(=O)Nc2c(C)n(C)n(-c3ccccc3)c2=O)CC1C (configuration not stated)	-2	-4
Cc1cc(OCC(=O)N(C)C2CCCCC2)ccc1Cl	-5	7
CCOc1ccc(OCCNC(=O)c2cc(C3CC3)nc3c2cnn3C(C)C)cc1	-28	4
COC(=O)c1n[nH]c2ccccc12	-12	-8
CS(=O)(=O)c1ccc(-c2nnn(CC(=O)N3CCCCC3)n2)cc1	1	2
O=C(NCc1ccccc1)c1cc2ccc(O)cc2oc1=O	6	18
CCN(Cc1cccs1)C(=O)c1cccc(S(=O)(=O)N2CCN(C)CC2)c1	2	-2
CC(C)Oc1ccccc1/C=N/NC(=O)C1CC1	9	-10
CCN(CC)CCNC(=O)c1ccc(NC(=O)c2ccc(C(=O)c3ccccc3)cc2)cc1	30	4
O=C(NCc1ccccc1F)C(=O)NCC1CCCN1S(=O)(=O)c1cccs1 (configuration not stated)	-3	0
COc1cc2c(cc1OC)C(c1cccc(Br)c1)NC(=O)C2 (configuration not stated)	-8	9
O=C(c1ccc(-c2ccccc2)cc1)C1CCCN(C(=O)Cn2cncn2)C1 (configuration not stated)	28	4
O=C(Nc1ccccn1)c1cccc(S(=O)(=O)N2CCc3ccccc3C2)c1	-9	-7
Cn1nc(C(F)(F)F)c(C(=O)Nc2ccc(F)cc2)c1Cl	-9	6
CCCCc1ccc(NC(=O)c2cnccn2)cc1	-2	-8
O=C(OCCN1C(=O)c2ccccc2C1=O)c1ccccc1	5	-9

Quoted at random: 2 records from the list, in no set order.
SMILES	H9c2 TAG inh	H9c2 TAG inh DAPI viability
O=C(c1ccc(-c2ccccc2)cc1)C1CCCN(C(=O)Cn2cncn2)C1 (configuration not stated)	28	4
O=C(Nc1ccccn1)c1cccc(S(=O)(=O)N2CCc3ccccc3C2)c1	-9	-7

Back to the main list; the five compounds before the break are reprinted first.
SMILES	H9c2 TAG inh	H9c2 TAG inh DAPI viability
O=C(c1ccc(-c2ccccc2)cc1)C1CCCN(C(=O)Cn2cncn2)C1 (configuration not stated)	28	4
O=C(Nc1ccccn1)c1cccc(S(=O)(=O)N2CCc3ccccc3C2)c1	-9	-7
Cn1nc(C(F)(F)F)c(C(=O)Nc2ccc(F)cc2)c1Cl	-9	6
CCCCc1ccc(NC(=O)c2cnccn2)cc1	-2	-8
O=C(OCCN1C(=O)c2ccccc2C1=O)c1ccccc1	5	-9
Cc1cc2c(cc1C)CSC(c1ccccc1O)SC2	54*	-13*
O=S(=O)(Cc1ccccc1)N1CCN(Cc2c(F)cccc2Cl)CC1	5	-2
Cc1cc(/C=N/NC(=O)c2cccc(N(C)C)c2)c(C)n1-c1cc(C(=O)O)cc(C(=O)O)c1	-5	-6
Cc1ccc(NS(=O)(=O)c2cc(C(=O)NCc3ccncc3)ccc2C)cc1	13	-1
COc1ccc(C2c3cc4c(cc3OC(N3CCOCC3)C2C)OCO4)c(OC)c1 (configuration not stated)	55*	-16*
COC(=O)CN1C(=O)[C@H]2[C@@H](c3ccc(C)o3)N3C(=O)CN(Cc4ccccn4)C(=O)[C@@]3(C)[C@H]2C1=O	17	-6
Cc1cc(OC(C)C(=O)N(Cc2ccco2)C2CCS(=O)(=O)C2)ccc1Cl (configuration not stated)	0	0
CCc1ccccc1NC(=O)CSC1=C(C#N)C(c2ccc(O)c(OC)c2)C2=C(CCCC2=O)N1 (configuration not stated)	-15	5
COc1ccc(C(=O)NC2CC2)cc1OC1CCN(Cc2cc(C)cc(C)c2)CC1	2	3
Cc1cccc(OCC(=O)OCC(=O)Nc2ccc(Cl)cn2)c1	-14	5
COc1cc(OC)c(C2N(c3ccccn3)C(=O)C3CCCN32)cc1OC (configuration not stated)	-6	-9
CCCNC(=O)C1(C)CCN(C(=O)c2cccc(OC(F)(F)F)c2)C1 (configuration not stated)	-44	1
Cc1cc(Cl)ccc1OCC(=O)OCC(=O)Nc1cccnc1Cl	24	-5
O=c1ncn(C2CCCCC2)c(=O)[nH]1	5	3
CCN(CC(=O)Nc1cc(C)nn1-c1nc(C)cc(C)n1)Cc1ccccc1	-1	6
CCCc1cc(C(=O)N(C)CC(=O)Nc2ccc(OCC)c(OCC)c2)sc1C	37	-10
O=C(COC(=O)c1cc(S(=O)(=O)N2CCOCC2)ccc1F)c1ccccc1	8	-3
CCOc1ccc(Br)cc1S(=O)(=O)NCc1ccc(S(N)(=O)=O)cc1	-5	4
COc1cc(NS(=O)(=O)c2ccc(NC(=S)NC(=O)/C=C/c3ccco3)cc2)ncn1	2	-3
O=C(C[C@@H]1C/C=C\C[C@H](Cc2ccc(F)cc2)C(=O)OC[C@@H]2CCCN2C1=O)N[C@H](CO)Cc1ccccc1	3	-9
COC(=O)c1ccccc1NC(=O)COC(=O)CSCC(=O)N1CCOCC1	8	-7
O=C(COC(=O)c1cnc(Cl)c(Cl)c1)c1ccc(F)cc1	3	-5
O=C(OCc1cn([C@H]2CN(C(=O)C3CCCCC3)[C@@H](c3ccc(Cl)cc3)C[C@@H]2O)nn1)c1ccccc1	-5	5
O=C(c1cn(Cc2ccccc2)nc1-c1ccc(Cl)cc1)N1CCN(c2ccccn2)CC1	3	-5
O=C(CN1CCCCCC1)Nc1ccc(S(=O)(=O)N2CCOCC2)cc1	-3	-9
Cc1cccc(C)c1OCc1nnc(SCC(=O)NCCc2ccccc2)o1	1	-17
Cc1noc(C)c1S(=O)(=O)N1CCCC(C(=O)NCCc2ccc(Cl)cc2)C1 (configuration not stated)	45	5
COc1cccc(CNc2ccc([N+](=O)[O-])c(NCC(=O)O)n2)c1	11	8
COc1cccc(NC(=O)c2cccc(NC(=O)c3ccco3)c2)c1	-18	6
O=S(=O)(NCc1ccccc1Br)c1ccccc1Br	-12	14
CN1CCc2c(sc3c2c(=O)n(-c2ccccc2)c2nnc(SCc4ccc(Cl)cc4)n32)C1	0	7
O=c1oc(-c2ccc(Cl)c(Cl)c2)nn1-c1ccc(C(F)(F)F)cn1	-6	7
CCN1CCN(Cc2ccc(NC(=O)c3ccc(C)c(NC(=O)c4cccc5[nH]ccc45)c3)cc2C(F)(F)F)CC1	32&-1	46&23
COc1ccc(Cc2nnc(SCC(=O)NCc3ccco3)o2)cc1	-12	10
C[C@H](NC(=O)c1ccccc1)C(=O)N1CCN(Cc2ccc3c(c2)OCO3)CC1	-6	0
COc1cccc(CNc2nc3cc(-c4cccc(Cl)c4)sc3c(=O)n2C)c1	21	-10

Continued, starting with the last five of the part before.
SMILES	H9c2 TAG inh	H9c2 TAG inh DAPI viability
O=c1oc(-c2ccc(Cl)c(Cl)c2)nn1-c1ccc(C(F)(F)F)cn1	-6	7
CCN1CCN(Cc2ccc(NC(=O)c3ccc(C)c(NC(=O)c4cccc5[nH]ccc45)c3)cc2C(F)(F)F)CC1	32&-1	46&23
COc1ccc(Cc2nnc(SCC(=O)NCc3ccco3)o2)cc1	-12	10
C[C@H](NC(=O)c1ccccc1)C(=O)N1CCN(Cc2ccc3c(c2)OCO3)CC1	-6	0
COc1cccc(CNc2nc3cc(-c4cccc(Cl)c4)sc3c(=O)n2C)c1	21	-10
CCc1noc(C)c1C(=O)Nc1ccc(F)c(F)c1F	28	-3
CCOC(=O)/C=C1\CC(C(=O)OCC)Oc2c(OC)cccc21 (configuration not stated)	-5	-3
CCN(CC)c1nc(-c2cccc(OC)c2O)nc2ccccc12	1	13
CCOC(=O)NC(=O)/C(C#N)=C\c1ccccc1	-7	5
CCC(=O)c1ccc(OC)c(OC)c1OCc1ccccc1	-3	-1
O=C(O)CSc1nnc(-c2ccc3c(c2)OCO3)n1-c1ccccc1	-11	10
CC(=O)c1ccc(-n2nnnc2SCC(=O)N2CCN(C(=O)c3ccco3)CC2)cc1	-36	3
O=C(CN1CCN(c2ccc([N+](=O)[O-])cc2)CC1)Nc1ccccn1	5	-12
CCCC(=O)N1CCN(S(=O)(=O)c2cc(Cl)ccc2OC)CC1	-17	-4
C[C@]12c3[nH]c4ccccc4c3CCN1C(=O)C(CC(=O)NCc1ccco1)C[C@@H]2C(=O)N1CCOCC1 (some centres not stated)	-1	-11
Cc1cccc(NC(=O)CSc2nc(C)c(Cc3ccccc3)c(=O)[nH]2)c1	-2	2
CCC(=O)NC(=S)Nc1ccc2oc(-c3ccc(OC)cc3)nc2c1	-8	21
CCOC(=O)c1oc2ccc(Br)cc2c1CSc1nnc(C)s1	-9	-11
CCC(C)[C@H](NC(=O)NC1CCCc2ccccc21)C(=O)OC (some centres not stated)	4	-2
Cc1cc(C)c2c(CN3CCN(Cc4ccc5c(c4)OCO5)CC3)cc(=O)oc2c1C	5	-2
Cc1cccc(NC(=O)C2CC(=O)N(c3ccccc3)C2)c1C (configuration not stated)	2	-4
Nc1nnc(CCc2ccccc2)s1	8	-8
Cc1ccccc1OCCC(=O)OCC(=O)Nc1ccc2[nH]c(=O)[nH]c2c1	-5	-7
COc1cccc(CNc2nc3cc(C(C)=C(C)C)sc3c(=O)n2C)c1	6	-2
N#Cc1cnc(Sc2ccccc2)nc1	9	-5
Cc1nccn1-c1ccc(C=O)cc1	-21	8
COC(=O)[C@@H]1C[C@@]2(O)[C@@H](O)[C@@H](O)[C@@H](O)C[C@H]2N1Cc1ccc(-c2ccccc2)cc1	-1	-4
Cc1ccc(C(=O)C(C)OC(=O)CCN2C(=O)C3C4C=CC(C5CC45)C3C2=O)cc1 (configuration not stated)	-4	8
O=C(NC1CCN(Cc2ccccc2)CC1)c1cccc(S(=O)(=O)Nc2ccc(SC(F)F)cc2)c1	-8	-4
c1ccc2c(c1)nc(NCc1ccc3c(c1)OCO3)n2CCN1CCOCC1	6	2
O=[N+]([O-])c1cc(/C=N/O)ccc1Oc1ccccc1Cl	-22	13
O=C(CSc1nccn1Cc1ccco1)Nc1ccc(F)cc1	-4	6
CCc1ccc(NC(=O)C(=O)NCCOc2ccccc2Cl)cc1	-7	5
O=C(CCCc1c[nH]c2ccccc12)N1CCN(S(=O)(=O)c2cccs2)CC1	-10	-5
COc1ccccc1N(CC(=O)NC1CCCC1)S(=O)(=O)c1cccc(C(F)(F)F)c1	-2	-4
CCCCCCCCC1CC(C(=O)Nc2ccccc2)C(=O)O1 (configuration not stated)	1	4
CCCCN(C(=O)CCCc1nc2ccccc2c(=O)[nH]1)c1c(N)n(CCCC)c(=O)[nH]c1=O	-2	1
Cc1ccc(S(=O)(=O)N2CCN(C(=O)COC(=O)CNC(=O)c3ccccc3)CC2)c(C)c1	0	2
O=C(NNC(=O)C1CC(c2cccs2)=NO1)Nc1ccc(Cl)cc1 (configuration not stated)	6	10
COc1ccc(N=CC2=C(O)c3ccccc3C2=O)cc1	-11	-5
Cc1cccc(NCC(=O)N/N=C/c2cccc(Br)c2)c1	-10	2
CSc1ccc(CN(C)C(=O)c2ccc(S(=O)(=O)Nc3c(C)n(C)n(-c4ccccc4)c3=O)cc2)cc1	-5	3
CSc1ccccc1NC(=O)N1CCC(CO)(CC2CCCCO2)CC1 (configuration not stated)	-8	6
